SR-BI DiI inh: inhibitors of mouse SR-BI mediated HDL lipid uptake | Q61009 | ldlA[mSR-BI] CHO cells, DiI-HDL uptake fluorescence, 3 h | inhibition, % at 12.5 µM | 320,000 compounds, 0.96% hits | AID 488896;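 active means mean replicate inhibition of at least 70% and a set share of replicates each scoring 70 or more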;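 further: 0% = median of neutral control wells and 100% = median of positive control wells; values of inactives mirror those of a sister screen read the other way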
SUMO Mot1 rescue: inhibitors of SUMOylation pathway: yeast Mot1-301 growth rescue; S. cerevisiae Mot1-301 growth rescue, ATP luminescence, 38.5C; percent above DMSO median, 100 means doubled; growth rescue, % at 18.8 µM; 320,000 compounds, 1% hits;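 active means every valid replicate shows activation above 250% relative to neutral control wells; inactive means the rest, any valid replicate at or below 250%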;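 further: OY570 slx delta 5 strain wells were the positive control but not used for scaling; some compounds called inactive have numbers as strong as hits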
NSD2 HMT inh: NSD2 (human) methyltransferase inhibition | O96028 | NSD2 peptide methylation, AlphaScreen, 120 min | inhibition, % at 12.5 µM | 310,000 compounds, 0.54% hits | AID 743445; in the data active means inhibition above about 50%
MITF TRPM1 HTS: increases MITF-driven TRPM1 promoter luciferase signal | SK-MEL-5 TRPM1-promoter luciferase, 24 h; % of positive control, neutral wells = 0 | AID 588334 | activation, % at 12.5 µM | 300,000 compounds, 0.75% hits;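 active means mean activation of at least 80% with every replicate also reaching 80%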;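 further: 0% = neutral control wells and 100% = parthenolide positive control wells; values of inactives mirror those of a sister screen read the other way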
dFosB activator: enhances mouse delta FosB homodimer DNA binding; purified delta FosB, TAMRA-CDK5 oligo fluorescence polarization; percent of positive-control signal above neutral wells; 340,000 compounds, 0.99% hits; activation, % at 25 µM; P13346;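 active means mean activation above about 17%, with every replicate also reaching it, limit read from the data, passing the limit was not always enough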;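 further: fluorescence polarization rise as delta FosB binds a TAMRA Cdk5 AP-1 oligo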
Target sequence (P13346 whole entry, looked up): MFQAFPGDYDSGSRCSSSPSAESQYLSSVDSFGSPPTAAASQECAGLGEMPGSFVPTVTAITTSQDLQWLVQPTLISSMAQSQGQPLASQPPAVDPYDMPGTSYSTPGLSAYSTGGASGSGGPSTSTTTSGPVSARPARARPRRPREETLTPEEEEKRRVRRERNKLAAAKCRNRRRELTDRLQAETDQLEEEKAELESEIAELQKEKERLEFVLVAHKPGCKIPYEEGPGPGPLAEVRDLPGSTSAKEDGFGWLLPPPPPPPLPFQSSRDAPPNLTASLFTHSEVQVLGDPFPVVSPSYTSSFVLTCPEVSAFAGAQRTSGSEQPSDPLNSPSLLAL
Pemphigus Ab inh: inhibitors of pemphigus antibody binding to human desmoglein-3; P32926; DSG3-coupled beads, scFv-anti-DSG3-GFP binding, flow cytometry; hits give low values; binding (percent of control), % at 10 µM; 310,000 compounds, 0.48% hits; AID 588358;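 active means binding more than 3 SD below its plate's average and above zero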;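 further: hits lower antibody fragment binding to DSG3; some compounds called inactive have numbers as strong as hits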
PKA-R1A act: PKA-R1A complex activation; P00514+P68181; PKA-R1A dissociation, Cy5-IP20 fluorescence polarization; scaled: DMSO 0%, 113 µM cGMP 100%; 340,000 compounds, 0.083% hits; activation, % at 11.4 µM; AID 504707;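 active means percent activation above the mean of all tested compounds plus 3 SD, cut at about 19% in these data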;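 further: higher means more PKAc released from R1A so a rise in polarization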
Arr AP2 block: blocks beta-arrestin peptide binding to AP2 adaptin; FITC-arrestin peptide / GST-AP2 beads, flow cytometry; AP2 beta2 appendage carries R879A mutation; inhibition, % at 10 µM; 340,000 compounds, 0.31% hits; AID 504490;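 active means inhibition above a set limit, near 3 SD of compounds lacking own fluorescence, cut at about 54% in these data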;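 further: plate controls were DMSO wells for no effect and 5 µM unlabelled arrestin peptide for full effect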
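Measured by: flow cytometry, FL1 (488/535 nm); Material: AP2 appendage R879A on GSH beads; Evaluation: percent response; Timing: pre-incubation 12 min, peptide binding 1 h, room temperature; Also added: 50 nM FITC-arrestin peptide; Medium: PBS with 0.05% Tween 20 and 0.1% BSA.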
SR-BI DiI-HDL act: activators of SR-BI mediated HDL lipid uptake; CHO ldlA[mSR-BI] cells, DiI-HDL uptake fluorescence, 3 h; 100 = double the neutral-control signal; activation, % at 12.5 µM; 320,000 compounds, 0.096% hits; AID 504775;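 active means mean replicate activation of at least 60% and every replicate at or above 60%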;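 further: 0% = median plate neutral-control signal and 100% = twice that signal; values of inactives mirror those of a sister screen read the other way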
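System: LDL receptor-deficient CHO ldlA cells overexpressing murine SR-BI | Timing: 3 h uptake period with compound, 37 °C | Medium: HEPES-buffered (25 mM, pH 7.4) F12 plus 0.5% BSA | Dosing: Single-point compound dose | Signal: Bottom-read fluorescence, 550/595 nm | Read-out: Retained DiI signal reflecting DiI-HDL uptake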
PKA-R2B act: activates the human PKA-R2B holoenzyme complex; activation, % at 11.4 µM; PKA-R2B holoenzyme dissociation, Cy5-IP20 fluorescence polarization; R2B truncated from residue 108, S112A mutant; 0% DMSO only, 100% 113 µM cGMP; P22694+P31323; 340,000 compounds, 0.079% hits;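 active means activation above a cutoff set at the mean over all compounds plus 3 SD, cut at about 18% in these data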;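 further: higher means more holoenzyme dissociation and a rise in polarization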
CDK5 p35 inh: inhibitors of human CDK5/p35 kinase. Q00535+Q15078. inhibition, % at 10 µM. AID 488839. 330,000 compounds, 0.01% hits. Recombinant CDK5/p35, ADP-Glo luminescence, 60 min;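 active means highest replicate inhibition of at least 50% and at least 75% of replicates reaching 50%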;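 further: plate controls were DMSO neutral control for no effect and GW8510 at 10 µM for full effect; many of its hits are not listed in these tables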
Target sequence (Q00535 whole entry, looked up): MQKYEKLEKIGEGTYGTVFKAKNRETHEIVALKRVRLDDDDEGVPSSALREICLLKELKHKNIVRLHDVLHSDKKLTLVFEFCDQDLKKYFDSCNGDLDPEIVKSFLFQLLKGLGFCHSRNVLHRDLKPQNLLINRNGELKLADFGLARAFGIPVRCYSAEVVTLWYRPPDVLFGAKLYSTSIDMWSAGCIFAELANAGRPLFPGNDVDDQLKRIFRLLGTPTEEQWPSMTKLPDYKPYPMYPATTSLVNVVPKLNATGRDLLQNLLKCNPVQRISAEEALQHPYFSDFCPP
Target sequence (Q15078 whole entry, looked up): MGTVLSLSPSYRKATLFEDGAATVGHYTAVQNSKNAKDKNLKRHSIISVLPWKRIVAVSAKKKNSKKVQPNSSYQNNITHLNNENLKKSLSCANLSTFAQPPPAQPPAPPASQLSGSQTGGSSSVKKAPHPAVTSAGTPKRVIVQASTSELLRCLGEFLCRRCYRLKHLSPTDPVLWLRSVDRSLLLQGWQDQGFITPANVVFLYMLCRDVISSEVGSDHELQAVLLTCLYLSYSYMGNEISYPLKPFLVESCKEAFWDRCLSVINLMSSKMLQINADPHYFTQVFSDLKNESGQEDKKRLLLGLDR
The depositor's hits bear a star; i = inactive; nt = not tested or not shown; & = joins results of further samples.

SMILES | SR-BI DiI inh | SUMO Mot1 rescue | NSD2 HMT inh | MITF TRPM1 HTS | dFosB activator | Pemphigus Ab inh | PKA-R1A act | Arr AP2 block | SR-BI DiI-HDL act | PKA-R2B act | CDK5 p35 inh
C/C=C(/CCC1NCCc2c1[nH]c1ccccc21)[Si](C)(C)C (configuration not stated) | 32 | nt | 3 | nt | 16 | 96 | -3 | -14 | -32 | -1 | 0.4
Cc1cc(NC(=O)c2cccc(S(=O)(=O)N3CCCCC3)c2)no1 | -6 | 19 | 0 | -4 | 2 | nt | 0 | 18 | 6 | 4 | 1.9
Cc1ccccc1NC(=S)N1CCN(c2ccccc2)CC1 | -20 | 12 | -6 | -6 | -4 | 95 | 6 | -8 | 20 | -7 | 2.7
Cc1ccc(C)c(C(C)NC(=O)c2ccccc2Br)c1 (configuration not stated) | -18 | 56 | -2 | -5 | -4 | 171 | 1 | 4 | 18 | -7 | -1.4
CC(=O)c1sc(NC(=O)c2ccc(Br)o2)nc1C | 6 | -20 | -1 | 31 | -14 | 103 | -2 | 17 | -6 | 0 | 1.3
COC(=O)c1ccc2nc(NC(=O)C3CCCCC3)sc2c1 | 64 | 683 | -2 | 38 | -4 | 101 | -1 | -2 | -64 | -3 | 1.0
Cc1cc(Br)ccc1OCC(=O)NNC(=O)c1cnccn1 | -11 | 2 | -7 | -6 | -8 | 103 | 0 | -2 | 11 | -3 | -0.2
C=C(C)C(=O)Nc1cccc(C2=NOC3(C2)C[C@@H](C(N)=O)N(C(=O)C2(C)CC2)C3)c1 (some centres not stated) | -24 | 34 | nt | 7 | -18 | 71 | -7 | 5 | 24 | -5 | -2.0
COc1cc(/C=N/Nc2cc(C)nc(N)n2)ccc1O | -11 | -11 | -3 | 31 | -7 | 104 | -7 | -13 | 11 | -4 | 1.7
COc1ccccc1OCCC(=O)OCCN1C(=O)c2ccccc2C1=O | 5 | 144 | 1 | 5 | -3 | 72 | -8 | -13 | -5 | 0 | 0.2
Cc1ccc(S(=O)(=O)N2CCN(C(=O)C3CCN(C(=O)c4ccccc4C)CC3)CC2)cc1C | 0 | 7 | -5 | -7 | -12 | 98 | -6 | 6 | 0 | -5 | -0.8
C/C(=N\NC(=O)C(O)(c1ccccc1)c1ccccc1)c1ccc(C)o1 | -18 | 53 | 3 | -5 | -5 | 96 | -5 | 0 | 18 | -3 | -0.1
O=C(c1ccc2c(c1)OCO2)N1CCN(c2ccc(Cl)cc2)CC1 | 1 | 52 | -1 | 5 | -5 | 103 | -2 | 1 | -1 | -4 | -4.6
O=C(CSc1nc(-c2ccc(F)cc2)cs1)N1CCN(C(=O)c2ccco2)CC1 | 39 | -4 | -2 | nt | -9 | 106 | -3 | -4 | -39 | -6 | -0.6
CCCCNC(=O)C1(O)c2ccccc2NC(=O)N1c1ccc(Cl)cc1 (configuration not stated) | -5 | -15 | -3 | 21 | -6 | 91 | -6 | 1 | 5 | -2 | -0.7
CC(Sc1nnc(CNC(=O)c2ccccc2F)n1C)C(=O)Nc1nccs1 (configuration not stated) | nt | 696 | -2 | 1 | -6 | nt | -11 | 6 | nt | -6 | 0.8
CN1C/C(=C/c2ccsc2)C(=O)/C(=C/c2ccsc2)C1 | -12 | 18 | 15 | -85 | -7 | 101 | -5 | 10 | 12 | -8 | -1.4
O=C(O)c1ccc(COc2ccc([N+](=O)[O-])cc2)o1 | -12 | 12 | -5 | 13 | 7 | 93 | -10 | 33 | 12 | -11 | -0.8
COc1cc(CNc2ccc3[nH]c(=O)[nH]c3c2)cc(Cl)c1OCC(=O)NC(C)(C)C | -2 | -2 | -2 | nt | -5 | 95 | 0 | 51 | 2 | -14 | -0.1
COc1cccc(NC(=O)CCCNC(=O)Cn2cnc3sc(C)c(C)c3c2=O)c1 | 18 | 3 | -3 | -4 | -6 | nt | -10 | 5 | -18 | -13 | 8.0
Nn1cnnc1N/N=C/c1cccc(Cl)c1Cl | -2 | 2 | -1 | 7 | -8 | 98 | 3 | 7 | 2 | 4 | -0.1
CCN(CC(=O)NCc1cccs1)S(=O)(=O)c1cc(NC(C)=O)ccc1OC | -15 | -10 | 1 | -2 | -9 | 87 | -5 | 4 | 15 | -11 | 0.1
CCNC(=O)c1ccc(NS(=O)(=O)c2ccc3[nH]c(=O)[nH]c3c2)cc1 | -2 | -5 | -3 | 4 | -12 | nt | 6 | 40 | 2 | -10 | 0.1
COc1ccc2c(c1)-c1nc(/N=C/c3cccc(OC)c3O)sc1CC2 | -30 | -27 | 21 | 5 | -1 | 93 | -1 | 6 | 30 | -1 | 1.2
Cc1cccc(N2CCN(C(=O)c3cc(COc4ccc(F)c(F)c4)on3)CC2)n1 | -9 | 13 | -2 | 37 | -11 | 87 | -8 | -5 | 9 | -12 | -2.2
CCC(C)N1C(=O)CCC1C(=O)NCc1ccc2c(c1)OCO2 (configuration not stated) | -17 | -21 | nt | nt | 5 | 98 | -4 | 0 | 17 | 2 | -1.9
Cc1ccc(C)c(N2CCN(CC3CCCCC3)CC2)c1 | 5 | 68 | 0 | nt | -7 | 102 | 8 | 5 | -5 | 3 | -7.8
NC(=O)c1nsc(C(=O)N(c2ccccc2F)C(C(=O)NCc2ccc(F)cc2)c2ccc(O)cc2)c1N (configuration not stated) | 7 | -12 | 8 | -5 | 44* | 95 | -3 | 3 | -7 | -3 | 0.8
COc1ccc(NC(=O)CN2CCC(C(=O)c3ccc(F)cc3)CC2)c(OC)c1 | nt | 1 | 5 | -18 | -5 | 91 | 0 | 4 | nt | 10 | -1.0
O=C(CCc1nc2ccccc2c(=O)[nH]1)Nc1cc(Cl)ccc1N1CCCC1 | -4 | nt | 4 | -10 | -9 | 103 | 5 | 4 | 4 | 1 | -3.4
COc1ccc(/C=C/C(=O)Nc2cccc(N3CCOCC3)c2)cc1OC | 76* | -4 | 0 | 2 | -4 | 115 | 2 | -2 | -76 | 9 | -2.2
COc1cc(C(=O)Nc2cccc(-c3nnc(-c4ccco4)o3)c2)ccc1OC(C)=O | 62 | 124 | -2 | 12 | -46 | 103 | -9 | 5 | -47 | -5 | 0.0
Cn1c(=O)c([N+](=O)[O-])c(NCCCn2ccnc2)c2ccccc21 | -17 | -14 | 0 | nt | 2 | nt | -16 | -7 | 17 | -2 | 0.6
CCn1c(=O)c2ccccc2n(CC(=O)NCCC2=CCCCC2)c1=O | nt | 5 | -3 | -4 | 5 | 86 | 1 | -1 | nt | 0 | -0.6
Cc1ccc(S(=O)(=O)NC(c2ccccc2)C(C)C(=O)n2nc(C)cc2C)cc1 (configuration not stated) | 53 | -4 | -1 | -14 | -6 | 106 | -4 | -6 | -53 | 8 | 0.9
CC(C)CNC(=O)C1CCCN(S(=O)(=O)c2ccc(-n3cnnn3)cc2)C1 (configuration not stated) | -6 | -10 | 3 | -1 | 0 | 103 | -6 | -8 | 6 | -6 | -1.6
O=C(NCc1ccco1)C(c1ccco1)N(Cc1cccs1)C(=O)Cn1nnc2ccccc21 (configuration not stated) | 9 | -18 | 6 | -12 | -10 | 109 | -11 | 0 | -9 | -1 | -0.9
Nc1c(Br)cc(Br)cc1CNC1CCC(O)CC1 (configuration not stated) | 13&3 | i | nt | 12&11 | 4&1 | 121 | 0&-8 | -6&-6 | -13&-3 | -8&9 | -5.3&-0.5
CCOc1ccc(N2C(=O)C3C(C2=O)C3(c2ccccc2)c2ccccc2)cc1 (configuration not stated) | -8 | -7 | -1 | -6 | -5 | 103 | -18 | 10 | 8 | -1 | -4.7
CC1CCc2sc(C(=O)N/N=C/c3ccc(O)cc3)cc2C1 (configuration not stated) | nt | 26 | 2 | 53 | -13 | 101 | -13 | -6 | nt | -1 | 2.2
Cn1c(N)c(C(=O)COC(=O)c2cc(C3CC3)nc3ccccc23)c(=O)n(Cc2ccccc2)c1=O | 12 | 54 | nt | -7 | 0 | 104 | -18 | 5 | 1 | -2 | 0.4
CC1(C)CC(CCN)(Cc2ccccc2Cl)CCO1 (configuration not stated) | -1 | -9 | 9 | nt | 5 | 112 | 6 | -6 | 1 | 7 | -0.3
CC(OC(=O)C1CC1)C(=O)Nc1ccc([N+](=O)[O-])cc1Cl (configuration not stated) | -6 | -7 | 14 | -1 | -1 | 118 | -6 | -3 | 6 | -11 | -0.1
O=C(CSc1nnnn1-c1ccccc1)Nc1ccccc1 | -14 | 2 | -5 | 3 | -4 | 107 | -11 | -3 | 14 | -14 | 0.3
CCOc1nc(-c2ccccc2Cl)nc2ccccc12 | 7 | 15 | -6 | nt | -3 | 93 | nt | 16 | -7 | nt | -1.0
CC1CC(C)CN(S(=O)(=O)c2ccc(NC(=O)C3CC(=O)N(Cc4ccccc4)C3)cc2)C1 (configuration not stated) | -18 | -7 | -4 | 3 | -11 | 110 | 1 | 26 | nt | 4 | -0.4
CCOc1ccc(C(=O)NCCn2cc(SCC(=O)Nc3cc(C)on3)c3ccccc32)cc1 | 22 | -9 | -1 | -8 | -5 | nt | -15 | 22 | -22 | -9 | -3.5
CC1CN(C(=O)COC(=O)c2ccc(Cl)nc2)CC(C)O1 (configuration not stated) | -32 | 6 | nt | -10 | 3 | 98 | -3 | 25 | 32 | 1 | -0.9
COc1ccccc1C1(O)C(=O)Nc2ccc(C)cc21 (configuration not stated) | -29 | -6 | 0 | -8 | -7 | 92 | -2 | 51 | 29 | 0 | 1.2
CC1(C)CC(CCNC(=O)CCl)(c2ccccc2)CCO1 (configuration not stated) | nt | 12 | -9 | -3 | -2 | 100 | 2 | 6 | nt | 0 | 0.6
Cn1c(CNC(=O)OC(C)(C)C)nnc1SCC(=O)N1CCOCC1 | -5 | -18 | -1 | -4 | 3 | 106 | -8 | -23 | 5 | -11 | -0.4

Bioassay records as filed in PubChem BioAssay.
